M. tuberculosis GlmU = inhibition of mycobacterial GlmU enzyme – biochemical, glucosamine-1-phosphate acetyltransferase (AID 1376); M. tuberculosis GlmU acetyltransferase enzyme assay; higher % means a stronger effect; inhibition, %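 (tested at 30 µM in the primary screen)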; hits with a dose series show IC50 in µM; 0.25% of 220,000 active; in the data active = inhibition above about 13%;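 note: 0% = complete reaction with vehicle and 100% = reaction without substrate; strong numbers were not always called active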
Mtb RmlCD inh = inhibitors of Mycobacterium tuberculosis RmlC and RmlD coupled enzymes; inhibition, % at 3.6 µM; P9WH09+P9WH11; RmlC+RmlD coupled enzyme assay, percent inhibition; primary screen in compound mixtures; AID 1533; 0.03% of 160,000 active; in the data active = inhibition mostly above about 34%, no sharp cut-off; note: some results filed as inactive read as strong as hits
Target sequence (P9WH09 whole entry, looked up): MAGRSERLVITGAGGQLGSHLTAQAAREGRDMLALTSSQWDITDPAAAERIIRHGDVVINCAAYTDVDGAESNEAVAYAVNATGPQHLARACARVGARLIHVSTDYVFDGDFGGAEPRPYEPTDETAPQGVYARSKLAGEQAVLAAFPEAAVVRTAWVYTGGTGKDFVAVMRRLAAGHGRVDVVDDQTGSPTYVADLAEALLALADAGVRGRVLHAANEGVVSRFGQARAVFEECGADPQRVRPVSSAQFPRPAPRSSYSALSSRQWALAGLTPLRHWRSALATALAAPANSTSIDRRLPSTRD
Target sequence (P9WH11 whole entry, looked up): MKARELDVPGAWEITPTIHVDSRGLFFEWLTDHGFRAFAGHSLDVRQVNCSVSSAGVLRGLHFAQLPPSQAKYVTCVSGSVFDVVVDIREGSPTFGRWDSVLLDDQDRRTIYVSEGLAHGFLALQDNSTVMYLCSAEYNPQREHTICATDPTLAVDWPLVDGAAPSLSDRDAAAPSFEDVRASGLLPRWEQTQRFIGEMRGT
An asterisk follows results filed as active; nt = not tested or not shown.

SMILES	M. tuberculosis GlmU	Mtb RmlCD inh
O=S1(=O)N=C2CCCCCN2C(c2ccc(Cl)cc2)N1 (stereo not drawn)	0.0%	-11
CCCCn1c(SCc2nc3ccccc3s2)nc2ccccc2c1=O	0.7%	-8
Cc1sc2ncnc(N3CCC(C(=O)Oc4cccc(Cl)c4Cl)CC3)c2c1C	1.6%	6
CCCNC(=O)NC1C(NC(=O)NCCC)N(C)C(=O)N1C (stereo not drawn)	3.1%	19
CC(C)CN(CC(C)C)C(=O)CS(=O)(=O)Cc1ccccc1	7.7%	8
COc1cc(NC(=S)N2CCOCC2)c(OC)cc1Cl	-1.3%	12
Cc1nc(-c2ccc(Cl)cc2)sc1C(=O)NNC(=O)C(C)C	-4.4%	2
CCN(Cc1ccccc1)C(c1ccc(Cl)cc1)c1nnnn1C(C)(C)C (stereo not drawn)	6.5%	nt
O=C1c2ccccc2C(=O)N1CCC(c1ccc(F)cc1)c1ccco1 (stereo not drawn)	2.2%	6
CCOc1ccc(Oc2c(/C=N/NC(=O)COc3ccccc3OC)c(C)nn2-c2ccccc2)cc1	-7.0%	8
CCCCCn1c(CNC(=O)COC)nc2ccccc21	1.4%	2
CC1CC1C(=O)OCC(=O)NCc1ccccc1Cl (stereo not drawn)	9.0%	-11
COc1ccc(NC(=O)Nc2ccc(Cc3ccncc3)cc2)c(OC)c1	-0.3%	nt
Cc1cc(NC(=O)CCCn2cnc([N+](=O)[O-])n2)no1	1.5%	nt
COc1cc(C)c(Cl)cc1S(=O)(=O)n1cnc(C)c1	1.0%	-3
CCOc1ccc(Br)cc1S(=O)(=O)NCCN(C)C	0.6%	17
CCOC(=O)Nc1c(Cl)n(C)c(=O)n(C)c1=O	6.7%	11
CCOC(=O)CNC(=O)CSc1nnnn1-c1ccc(C)c(C)c1	-1.1%	4
C#CC(=O)N(c1cc(OC)ccc1OC)C(C(=O)NC1CCCC1)c1cccs1 (stereo not drawn)	-1.3%	nt
CCc1ccccc1NC(=O)Cn1nc(C(F)(F)F)c2c1CCC2	0.1%	nt
CN(C)C(=S)c1ccc2ccccc2n1	2.4%	nt
O=C(COC(=O)c1cc2c(s1)CCCC2)NCc1ccccc1Cl	-3.7%	1
Cc1ccc2cc(CN(Cc3ccc4c(c3)OCO4)Cc3nnnn3Cc3ccco3)c(=O)[nH]c2c1	-0.2%	-5
O=c1c2cccnc2n(-c2ccccc2)n1Cc1ccc(Cl)cc1	2.1%	-13
COc1cccc(/C=N/NC(=O)C(C)Sc2ccccc2)c1 (stereo not drawn)	1.9%	4
Cc1cccc(C)c1NC(=O)C1=C(O)c2ccccc2N(C)S1(=O)=O	-2.6%	nt
COc1ccc(CCNC(=O)CSc2ncn[nH]2)cc1	-1.8%	1
O=c1c2ccccc2oc2cc(C#CC3(O)CCCCC3)ccc12	4.3%	nt
Cn1nnnc1SCC(=O)Nc1ccc(Br)cc1Cl	0.0%	nt
CCCCCCN(C(=O)CCl)c1ccccc1	-2.1%	13
COc1ccccc1NC(=O)CSc1nnc(-c2ccccn2)n1Cc1ccco1	3.5%	-11
Cc1ccc(S(=O)(=O)N(CC(=O)N2CCCCC2)c2cccc(C)c2)cc1	0.3%	nt
COc1ccc(Cl)cc1NC(=O)C/C(C)=N/NC(=O)CC#N	2.7%	13
O=C(CSc1ccsc1[N+](=O)[O-])N1CCN(c2ccccn2)CC1	-3.5%	-6
COc1ccc2[nH]c(C)c(CCN3C(=O)C4CC=CCC4C3=O)c2c1 (stereo not drawn)	-9.0%	7
CSc1nsc(SC)c1C(=O)NC(=O)Nc1cccnc1	-4.6%	-8
COc1cc(/C=C2\CCc3c2nc2ccccc2c3C(=O)O)cc(OC)c1OC	4.4%	7
Cc1cc(C)c(S(=O)(=O)N2CCCC2=O)c(C)c1	6.7%	nt
COc1ccc(CN2C(=O)C(C)S/C2=N/N=C/c2ccco2)cc1 (stereo not drawn)	-3.7%	-27
O=[N+]([O-])c1ccc(NCCCNS(=O)(=O)c2ccccc2)c(Cl)c1	-5.2%	11
CC(C(=O)O)N1CCCCC1 (stereo not drawn)	0.3%	8
CC(C)Cn1c(SCC(=O)N2CCCc3ccccc32)nc2ccccc2c1=O	2.4%	2
Cc1noc(C)c1COC(=O)CN(C)S(=O)(=O)c1ccc(Cl)cc1	2.9%	nt
O=c1c2ccccc2nc2n1C(CSCc1ccccc1)CS2 (stereo not drawn)	2.5%	-6
CNC(=S)NNC(=O)c1ccc(C(C)(C)C)cc1	-2.5%	-7
COc1cccc(C(=O)COC(=O)C(C)N2C(=O)c3ccccc3C2=O)c1 (stereo not drawn)	-3.5%	nt
COc1cc(OC)c(OC)cc1CN(C)CCc1ccccn1	-3.5%	nt
CC(C)Nc1nnc(SCC(=O)c2c[nH]c3ccccc23)s1	1.6%	nt
O=C(CSc1nnnn1C1CCCCC1)Nc1cccc(NC(=O)c2ccco2)c1	-4.4%	2
CC(=O)Nc1ccc(S(=O)(=O)c2ccc(N)cc2)cc1	-2.8%	nt
COc1ccc(/C=N/NC(=S)NCC2CCCO2)cc1 (stereo not drawn)	-2.1%	-7
COc1ccc(-c2csc3ncn(CC(=O)N4CCOCC4)c(=O)c23)cc1	7.3%	5
O=C(O)CC/C(=N/NC(=O)CNC(=O)Cc1ccccc1)c1ccccc1	-6.3%	nt
O=C(COC(=O)/C=C/c1cccc([N+](=O)[O-])c1)NCc1ccco1	3.6%	6
CN1CCN(c2ccc([N+](=O)[O-])cc2/C=N/NC(=O)c2ccc(F)cc2)CC1	nt	4
COc1cccc(-c2cc3nc4c(c(N5CCC6(CC5)OCCO6)n3n2)CCCC4)c1	-0.8%	nt
CCN1C(=O)C(CC(=O)Nc2ccc(F)cc2)N(Cc2ccco2)C1=S (stereo not drawn)	-0.6%	7
CCCc1nc(SCC(=O)N2CCCc3ccccc32)c2c(=O)n(C)c(=O)n(C)c2n1	1.9%	6
COc1cccc(-c2noc(C3CCCN(C(=O)CC(C)(C)C)C3)n2)c1 (stereo not drawn)	-3.0%	3
Cn1c(SCc2c(Cl)cccc2Cl)nnc1-c1cccs1	3.6%	9

A different layout for some results above:
Results follow in this order: M. tuberculosis GlmU	Mtb RmlCD inh
CC(C(=O)O)N1CCCCC1 (stereo not drawn)
→ 0.3%	8
CC(C)Cn1c(SCC(=O)N2CCCc3ccccc32)nc2ccccc2c1=O
→ 2.4%	2
Cc1noc(C)c1COC(=O)CN(C)S(=O)(=O)c1ccc(Cl)cc1
→ 2.9%	nt
O=c1c2ccccc2nc2n1C(CSCc1ccccc1)CS2 (stereo not drawn)
→ 2.5%	-6
CNC(=S)NNC(=O)c1ccc(C(C)(C)C)cc1
→ -2.5%	-7
COc1cccc(C(=O)COC(=O)C(C)N2C(=O)c3ccccc3C2=O)c1 (stereo not drawn)
→ -3.5%	nt
COc1cc(OC)c(OC)cc1CN(C)CCc1ccccn1
→ -3.5%	nt
CC(C)Nc1nnc(SCC(=O)c2c[nH]c3ccccc23)s1
→ 1.6%	nt
O=C(CSc1nnnn1C1CCCCC1)Nc1cccc(NC(=O)c2ccco2)c1
→ -4.4%	2
CC(=O)Nc1ccc(S(=O)(=O)c2ccc(N)cc2)cc1
→ -2.8%	nt
COc1ccc(/C=N/NC(=S)NCC2CCCO2)cc1 (stereo not drawn)
→ -2.1%	-7
COc1ccc(-c2csc3ncn(CC(=O)N4CCOCC4)c(=O)c23)cc1
→ 7.3%	5
O=C(O)CC/C(=N/NC(=O)CNC(=O)Cc1ccccc1)c1ccccc1
→ -6.3%	nt
O=C(COC(=O)/C=C/c1cccc([N+](=O)[O-])c1)NCc1ccco1
→ 3.6%	6

Other records follow.
SMILES	M. tuberculosis GlmU	Mtb RmlCD inh
CNS(=O)(=O)c1ccc(Oc2ccc(S(=O)(=O)NC)cc2)cc1	1.4%	-9
O=C(O)CCCCCCC1C(=O)NC(=O)N1CCC(O)C1CCCCC1 (stereo not drawn)	-3.7%	nt
CC(=O)Nc1ccc(S(=O)(=O)Nc2cccc(-c3csc(C)n3)c2)cc1	6.9%	nt
CCCC(=O)c1ccc2c(c1)OCCO2	1.5%	8
COc1ccc(/C=N/NC(=O)c2cc(=O)[nH]c3ccccc23)cc1OC	-0.8%	4
C[N+]1([O-])[C@@H]2Cc3cc4c(cc3[C@@H]1Cc1cc3c(cc12)OCO3)OCO4 (stereo partly drawn)	0.2%	nt
O=C1CC(N2CCN(Cc3ccccc3)CC2)C(=O)N1CCc1ccccc1 (stereo not drawn)	-3.7%	nt
CN(Cc1ccccc1)c1ccc(N2C(=O)CCC2=O)cc1[N+](=O)[O-]	-3.1%	-7
CC[C@H](C)[C@H](NC(N)=O)C(=O)NCCc1ccc(OC)c(OC)c1	0.5%	1
O=[N+]([O-])c1nn(-c2ccccc2)n(O)c1=NCc1ccc2c(c1)OCO2	-4.3%	6
COc1cccc(NC(=O)COc2ccc3c(c2)CCC3)c1	1.9%	9
C=CCn1cc(/C=C2/NC(=O)NC2=O)c2ccccc21	0.9%	9
COC(=O)c1cc2oc3ccccc3c2n1CC(=O)Nc1ccccc1OC	-5.3%	2
CCOC(=O)C1=NN(C(C)=O)C2(CC(=O)N(c3cc(C)cc(C)c3)C2=O)C1 (stereo not drawn)	-1.3%	-14
Cc1oc(C(C)(C)C)cc1C(=O)N1CCCC1C(=O)O (stereo not drawn)	-2.4%	8
CNC(=O)CSc1nnc(-c2cccc(S(=O)(=O)N3CCOCC3)c2)n1-c1ccc(F)cc1	1.5%	-11
Cc1cc(NC(=O)c2cnn3c(C(F)(F)F)cc(-c4ccccc4)nc23)no1	2.3%	nt
CC(C)CC(=O)Nc1nc(=S)ss1	-1.6%	nt
Cc1ccc(NS(=O)(=O)c2cc(C(=O)NCCSc3ccc(C)cc3)ccc2C)cc1	-5.3%	6
O=C(Nc1nc(=O)c2ccccc2s1)c1ccccc1	5.1%	8
CCN(CCO)c1ccc(N=Nc2cc(C)[nH]n2)cc1	-3.8%	2
Cc1ccc(SCC(=O)Nc2ccc(N3CCN(c4ccccc4)CC3)c(F)c2)cc1	1.9%	20
Cc1ccc(-n2c(C)cc(C=C3C(=O)CC(C)(C)CC3=O)c2C)cc1	2.2%	28
CCOC(=O)N/N=C(\C)c1ccc(OC(F)F)cc1OC(F)F	-1.5%	9
O=c1[nH]c(=S)n(C2CC2)c(O)c1/C=N/Nc1ccccc1	-3.5%	-9
CC1CCN(Cc2nnnn2-c2ccc(Cl)cc2)CC1	0.3%	nt
O=C(c1ccc(Br)o1)N1CCN(c2ccc(F)cc2)CC1	-4.3%	-8
CCOC(=O)N1CCN(CC(O)COCc2ccc(Cl)cc2)CC1 (stereo not drawn)	-5.2%	nt
CCc1cccc(NC(=O)Cn2c3[n+](c4ccc(C(F)(F)F)cc42)CCCCC3)c1	-6.7%	-1
Cc1occc1-c1nnc(SCC(=O)NC(C)(C)C)n1C(C)c1ccccc1 (stereo not drawn)	0.4%	-10
Cc1cc(C)n(CCNCc2c(C(=O)N3C[C@@H](C)O[C@@H](C)C3)nc3ccc(Cl)cn23)n1	-2.9%	-6
CC(C)=C1SC(N2CCN(c3ccc(Cl)cc3)CC2)=NC1=O	4.4%	5
Cc1ccc(-n2c(CNc3ccc(F)cc3)nnc2SCC(=O)O)cc1	-4.2%	9
CCCNC(=O)c1[nH]c(C)c(C(=O)OCC)c1C	-7.9%	-5
O=C(O)c1ccc2c(c1)C(=O)N(CCC1=CCCCC1)C2=O	-1.5%	nt
CNC(=S)N/N=C/c1c(C)nn(-c2cccc(Cl)c2)c1Cl	0.2%	-3
CCN(CC)CCNC(=O)c1ccc(N)cc1	-3.0%	nt
COc1ccc(NC(=O)c2ccccc2F)cc1Cl	-5.6%	10
CC(=O)N1Cc2ccccc2CC1C(=O)O (stereo not drawn)	0.0%	-1
O=c1cc(C2CCNCC2)[nH][nH]1	1.0%	-5
OCCCn1c(C2CCCN2c2nc(-c3ccc(F)cc3)cs2)nc2cc(Cl)c(Cl)cc21 (stereo not drawn)	1.3%	nt
CCN(CC)S(=O)(=O)c1ccc(Cl)c(NC(=O)COc2ccccc2[N+](=O)[O-])c1	-2.4%	3
Cc1ccccc1NC(=O)Cc1nc(CSc2nnc(-c3ccc4c(c3)OCO4)o2)cs1	3.1%	1
Cc1cc(Cl)ccc1C(=O)C1CCCN(C(=O)CCn2cnnn2)C1 (stereo not drawn)	1.6%	4
O=C(NNC(=O)c1ccc(Cl)cc1Cl)c1ccncc1	-2.0%	-2
CCC12CN3CCN(CC(C3)/C1=N/NC(N)=O)C2	5.6%	-15
N#C/C(C(=O)NCc1ccccc1)=C1/SC(Cc2ccc(Cl)cc2)C(=O)N1c1ccccc1 (stereo not drawn)	1.2%	nt
CCSc1nc(=O)n(-c2ccccc2)c(C)c1C(C)=O	8.7%	9
CC1=CC(C)C2C(=O)N(CCC[N+](C)(C)C)C(=O)C2C1 (stereo not drawn)	-1.6%	-8
CN(C)C(=O)Oc1cccc([N+](C)(C)C)c1	-2.9%	nt
CCOC(=O)c1c(NC(=O)C(F)(OC)C(F)(F)F)sc2c1CCN(C)C2 (stereo not drawn)	2.3%	-8
CCc1ccc(NC(=O)c2ccc3c(c2)C(=O)N(Cc2ccco2)C3=O)cc1	1.5%	nt
Cc1ccc(CSCC(N)C(=O)O)cc1 (stereo not drawn)	-4.3%	-11
CC(=O)Nc1ccc(OCC(=O)NCc2ccccc2)cc1	-1.6%	7
COc1ccc(OC)c(N(CC(=O)N2CCCCC2)S(=O)(=O)c2ccc(OC)c(OC)c2)c1	2.0%	nt
CCC(=O)Nc1ccccc1C(=O)C(=O)Nc1ccccc1	2.6%	-11
CC(Nc1cc(N2CCN(S(C)(=O)=O)CC2)ccc1[N+](=O)[O-])c1ccccc1 (stereo not drawn)	-4.3%	nt
COc1ccc(C)cc1NC(=O)CSc1nnc(-c2ccco2)n1Cc1ccco1	1.2%	nt

Screening data deposited in PubChem BioAssay by several laboratories.

Not all compounds are listed, so the mix of outcomes need not match the whole.
